Assay outcomes deposited in PubChem by several laboratories.
HCT116 bCat-KO: primary screen for growth suppressors in beta-catenin knockout HCT116 cells (colon tumor, human); 140,000 compounds, 1.5% hits; HCT116 beta-catenin knockout viability, CellTiter-Glo, 60 h; stronger effect = lower value; viability, % at 10 µM; AID 818, 2007;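 active = viability at or under a set limit, the compound median less 4 SD, cut at about 6% in these data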;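 also: 0% = Hyamine 1622 control at 20 µM and 100% = untreated cell control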
GALR2 blocker: GALR2 antagonists in receptor-expressing cells, primary screen. 140,000 compounds, 0.39% hits. Galanin receptor type 2 (Homo sapiens), O43603. inhibition, % at 4 µM. antagonist mode. AID 828, 2007; in the data active = inhibition above about 27%;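 also: cells stimulated with galanin 1-16 at roughly its EC80; 0% = agonist challenge control and 100% = basal control without agonist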
Target sequence (O43603 whole entry, looked up): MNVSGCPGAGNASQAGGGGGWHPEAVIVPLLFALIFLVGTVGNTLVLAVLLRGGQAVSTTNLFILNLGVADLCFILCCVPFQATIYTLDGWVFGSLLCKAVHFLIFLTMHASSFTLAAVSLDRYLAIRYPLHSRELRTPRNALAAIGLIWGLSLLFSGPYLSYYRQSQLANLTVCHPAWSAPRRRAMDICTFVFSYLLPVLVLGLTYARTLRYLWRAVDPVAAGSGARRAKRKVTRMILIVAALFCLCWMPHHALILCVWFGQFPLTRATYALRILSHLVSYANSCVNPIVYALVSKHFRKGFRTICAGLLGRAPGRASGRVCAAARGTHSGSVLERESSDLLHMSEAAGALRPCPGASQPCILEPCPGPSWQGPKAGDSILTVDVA
MRP1 act: H69AR viability gain despite doxorubicin, primary screen, MRP-1 activator project, H69AR cells, CellTiter-Glo; viability rescue; viability increase, % at 10 µM; 140,000 compounds, 0.61% hits; AID 799, 2007;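 active = viability gain under doxorubicin at or above a set limit, the compound median plus 3 SD, cut at about 4.7% in these data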;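 also: MRP-1 overexpressing cells given doxorubicin 25 µM after compound pretreatment; 18-22 h compound pretreatment then 72 h with doxorubicin before readout; 0% = doxorubicin-only wells and 100% = vehicle-treated cells without doxorubicin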
Phagocytosis inh: inhibitors of macrophage phagocytosis, primary screen, imaging, J774A.1 cells, IgG beads; inhibition, % at 5 µM; 110,000 compounds, 0.07% hits; AID 1029, 2008; J774A.1 macrophage IgG-bead phagocytosis;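 active = inhibition above the mean of the plate negative controls plus 5 SD, cut at about 13% in these data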;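 also: phagocytic index as fraction of beads internalized from green versus red external bead signal; plate controls were DMSO negative control for no effect and cytochalasin-D positive control for full effect; some results beyond the cut were filed as inactive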
E-sel TNF inh: E-selectin induction blockers in HUVEC – imaging, immunofluorescence, high content, primary screen; 120,000 compounds, 0.71% hits; HUVEC TNFa-induced E-selectin immunofluorescence; inhibition, % at 2 µM;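 active = inhibition above the batch mean plus 3 SD, and confirmed as a hit on visual image review, cut at about 43% in these data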;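 also: 0% = TNF-stimulated DMSO wells and 100% = unstimulated control wells; not every result past the cut was called active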
NPY Y2 blocker: NPY-Y2 receptor antagonists, primary screen, cell-based. Neuropeptide Y receptor type 2 (Homo sapiens), P49146. NPY-Y2 expressing cells, antagonist mode. inhibition, % at 2.7 µM. 140,000 compounds, 0.99% hits; in the data active = inhibition above about 17%;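 also: 0% = vehicle with agonist challenge and 100% = reference antagonist with challenge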
Target sequence (P49146 whole entry, looked up): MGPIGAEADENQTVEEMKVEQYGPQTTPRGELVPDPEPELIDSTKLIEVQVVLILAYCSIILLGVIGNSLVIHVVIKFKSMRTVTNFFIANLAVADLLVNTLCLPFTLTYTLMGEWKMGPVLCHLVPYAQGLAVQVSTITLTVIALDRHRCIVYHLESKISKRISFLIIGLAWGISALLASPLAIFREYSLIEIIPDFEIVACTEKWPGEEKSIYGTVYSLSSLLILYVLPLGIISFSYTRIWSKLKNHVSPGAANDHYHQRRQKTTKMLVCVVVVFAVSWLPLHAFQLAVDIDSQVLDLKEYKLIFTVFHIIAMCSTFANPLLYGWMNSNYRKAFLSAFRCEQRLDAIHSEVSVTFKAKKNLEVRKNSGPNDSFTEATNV
PTEN del growth: growth suppression of PTEN-null HCT116, primary screen, cell-based, CellTiter-Glo; HCT116 PTEN-null viability, 60 h; stronger effect = lower value; viability, % at 10 µM; 140,000 compounds, 1.2% hits;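 active = viability at or below a set limit, 4 SD under the median of all tested compounds, cut at about 3.7% in these data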;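 also: PTEN knockout HCT116 line with beta catenin targeted HCT116 as companion control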
Measles CPE: compounds protecting cells from measles virus cytopathic effect, primary screen, measles RdRp inhibitor project, single point, MLSMR library, absorbance; protection (pct of control), % at 4 µM; 140,000 compounds, 1.5% hits; Measles virus-infected cells, CPE protection; in the data active = protection mostly above about 24%, no sharp cut-off; inactive = mostly below about 26%; also: some compounds called inactive have numbers as strong as hits
Yeast life ext: compounds extending yeast replicative lifespan, primary screen, S. cerevisiae, OD615; S. cerevisiae growth with nicotinamide; deaD strain in restrictive glucose medium; inhibition of the nicotinamide effect, % at 10 µM; 130,000 compounds, 0.68% hits; AID 775, 2007;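 active = inhibition above a set limit, placed 3 SD over the median of all compounds, cut at about 26% in these data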;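 also: 0% = nicotinamide-treated wells and 100% = cells grown without nicotinamide; some compounds called inactive have numbers as strong as hits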
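Buffer or medium: CSMM-D glucose medium, restrictive; test system: modified budding yeast, DeaD strain; compound: single dose 10 µM compound, 0.25% DMSO; schedule: culture preincubation 4 h, compound exposure 48 h, both 30 °C; detection: optical density (absorbance) at 615 nm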
Yeast growth inh: growth inhibitors of yeast BB579 in restrictive medium, primary screen, yeast lifespan-shortening project, S. cerevisiae; inhibition, % at 10 µM; 140,000 compounds, 0.51% hits; OD615, 48 h;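 active = inhibition above a set limit, 3 SD over the mean compound inhibition, cut at about 44% in these data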; also: inactives centre near -24
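Test system: S. cerevisiae DeaD strain BB579 yeast; Medium: restrictive CSMM-D medium; Compound: one dose, 10 µM compound with 0.25% DMSO; Incubation: 4 h cell preincubation, 48 h compound exposure, 30 °C humidified; Signal: OD at 615 nm; Benchmarks: amphotericin B at 10 µg/mL as positive control.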
The depositor's hits bear a star; nt = no result given.

Molecule	HCT116 bCat-KO	GALR2 blocker	MRP1 act	Phagocytosis inh	E-sel TNF inh	NPY Y2 blocker	PTEN del growth	Measles CPE	Yeast life ext	Yeast growth inh
CCOC(=O)Cc1csc(NC(=O)CSc2nnc(-c3ccc(OC)cc3)n2C)n1	84	-6	-2.1	-1	-10	1	95	6	-8	1
c1ccc2c(c1)[nH]c1nc(SCCN3CCOCC3)nnc12	68	8	-1.4	-3	-24	1	66	1	-10	-23
O=C1C2ON(c3ccccc3)C(c3ccccc3F)C2C(=O)N1c1ccccc1 (stereo not given)	109	4	-0.2	0	8	1	120	7	6	-61
COc1ccc(OC)c(NC(=O)CNC(=O)c2cccs2)c1	88	-13	-4.0	0	0	1	94	16	-6	-15
O=C(O)/C=C\c1cccc(-n2cnnn2)c1	108	-2	-0.7	-3	nt	2	102	6	3	-40
Cc1cccc(NC(=S)NCC(c2cccnc2)N(C)C)c1 (stereo not given)	88	-9	-1.0	-2	-50	1	99	3	8	-16
COc1ccc(N2CCN(C3CC(=O)NC3=O)CC2)cc1 (stereo not given)	98	12	0.1	0	10	1	98	5	4	-19
CC1=CC(C)(C)Nc2ccc(OC(=O)C(C)N3C(=O)c4ccccc4C3=O)cc21 (stereo not given)	2.0*	-4	-2.6	-1	nt	1	1.3*	0	-6	-75
N/C(=N\OS(=O)(=O)c1ccc(Br)cc1)c1ccncc1	104	10	-3.5	3	-4	7	96	30	1	-16
CCCC(C)NC(=O)c1cc(Cl)ccc1OC (stereo not given)	94	7	-2.5	-1	6	3	85	19	-19	-6
O=c1c(Cl)c(NCCCO)cnn1-c1nc2ccccc2[nH]1	1.3*	36*	-5.5	nt	nt	-1	2.0*	3	81*	-28
CCOC(=O)Cc1nnc(NC(=O)CSc2ccccc2)s1	84	-6	0.2	-3	-35	2	99	10	-16	-30
O=C(NCCc1ccccn1)C1CCCN(S(=O)(=O)Cc2ccccc2)C1 (stereo not given)	99	-15	-1.3	-2	12	4	100	38	-9	1
Cc1cc(C)n(-c2cc(C)c(C)cc2Br)n1	89	-8	-0.7	0	-17	3	83	11	-3	-13
O=C(CC(C(=O)O)C1CCCO1)NCc1ccccc1 (stereo not given)	91	10	0.3	-2	-11	1	94	6	-6	-9
COc1ccc2c(C)cc(SCC(=O)Nc3nsc(-c4ccc(C)cc4)n3)nc2c1	84	7	-2.8	nt	-5	4	71	5	0	-29
O=C(Nc1cccnc1)Nc1ccccn1	93	16	-0.9	-2	2	0	89	14	-7	-72
O=C(Cn1nc(C(F)F)cc1C1CC1)NCCC1=CCCCC1	96	-5	-1.4	2	-19	8	87	4	0	-5
COc1cccc(/C=N/NC(=O)c2cccc([N+](=O)[O-])c2)c1OS(=O)(=O)c1ccc(C)cc1	81	5	-5.4	-1	-23	-2	72	1	-17	-48
O=C(C1=C[C@@H]2[C@H]3C(=O)N(c4ccccc4Cl)C(=O)[C@H]3[C@@H](C(=O)c3ccc(Cl)cc3)N2C=C1)c1ccccc1	89	-5	0.7	-5	nt	2	86	9	-6	0
CCCCNC(=O)/C(=C/c1ccccc1)NC(C)=O	97	1	-0.2	-5	nt	2	100	19	0	-8
CCc1ccc2nc(SCC(=O)N3CC(=O)Nc4ccccc43)c(C#N)cc2c1	11	19	-3.7	nt	8	2	16	14	nt	-27
COC(=O)c1cn(NC(=O)c2cnccn2)c(=O)c2ccccc12	17	-3	2.3	0	-8	4	15	12	-3	11
Cc1ccc(NC(=O)CCNS(=O)(=O)c2ccc3c(c2)oc(=O)n3C)cc1C	95	14	-1.8	2	1	0	104	3	-3	-22
CCCCC1S/C(=N/N=C/c2cccs2)NC1=O (stereo not given)	92	6	-2.1	-3	nt	2	96	16	-1	3
Cc1ccc(S(=O)(=O)N2CCCCC2)cc1C(=O)Nc1ncn[nH]1	101	nt	-2.4	-1	nt	nt	99	12	-6	-40
Cc1csc(N(C(=O)c2cccc(S(=O)(=O)N3CCCC3)c2)c2ccccc2)n1	95	7	-0.8	-1	-35	1	103	3	5	-86
COc1ccc(NC(=O)CSC2=C(C#N)C(c3ccco3)C3=C(CCCC3=O)N2)c(OC)c1 (stereo not given)	81	-3	-1.6	0	-2	4	75	10	-7	-41
COc1ccc(OC)c(NC(=O)c2cc3sccc3n2C)c1	93	12	-2.7	2	nt	2	88	10	-18	-14
Cn1c(C(=O)O)c(CC(=O)NCc2cccnc2)c2ccccc21	100	11	-0.2	nt	2	5	100	6	-8	-28
O=C(Cc1ccccc1)Nc1c[nH]c(=O)[nH]c1=O	98	-5	1.2	0	-49	4	93	17	2	4
O=S(=O)(NCC1CCCO1)c1ccc(S(=O)(=O)N(Cc2ccccn2)C2CC2)cc1 (stereo not given)	91	-15	-2.5	-10	nt	1	92	19	0	-42
CCc1nnc(NS(=O)(=O)c2ccc(N=Cc3c(C)[nH]n(-c4ccc(Cl)cc4)c3=O)cc2)s1	98	4	-1.9	-5	nt	1	88	8	-2	-12
O=C(COC(=O)c1cc(Cl)ccc1[N+](=O)[O-])NCc1ccc(Cl)cc1Cl	99	-12	-0.9	7	nt	3	84	5	1	-66
CS(=O)(=O)N1CCN(C(=O)c2ccc(Br)s2)CC1	112	10	0.0	0	7	0	114	4	-2	-45
CS(=O)c1ccccc1-c1nc(-c2cc(C(F)(F)F)cc(C(F)(F)F)c2)no1 (stereo not given)	43	-3	-2.3	nt	-11	0	55	5	-18	-18
O=C(NCCC1=CCCCC1)C1CCN(C(=O)c2ccc(Br)cc2)CC1	73	-3	0.3	-13	-23	9	69	30*	7	-32
N#Cc1c(-c2ccccc2Cl)cc(-c2ccccc2)nc1Br	76	0	-2.9	19	nt	11	70	6	-4	0
CN(C)C(C(=O)NC1CCCCC1)c1ccc(Cl)cc1 (stereo not given)	74	2	-1.8	-2	-48	3	67	2	-4	-23
O=c1cnn(-c2ccccc2)c(-c2ccccc2)c1	20	4	-5.8	0	-7	-2	24	3	-17	-17

2 entries picked at random from the list so far, as already listed:
Molecule	HCT116 bCat-KO	GALR2 blocker	MRP1 act	Phagocytosis inh	E-sel TNF inh	NPY Y2 blocker	PTEN del growth	Measles CPE	Yeast life ext	Yeast growth inh
N#Cc1c(-c2ccccc2Cl)cc(-c2ccccc2)nc1Br	76	0	-2.9	19	nt	11	70	6	-4	0
Cc1ccc(S(=O)(=O)N2CCCCC2)cc1C(=O)Nc1ncn[nH]1	101	nt	-2.4	-1	nt	nt	99	12	-6	-40

(listing goes on)
Molecule	HCT116 bCat-KO	GALR2 blocker	MRP1 act	Phagocytosis inh	E-sel TNF inh	NPY Y2 blocker	PTEN del growth	Measles CPE	Yeast life ext	Yeast growth inh
CC(/C=N/Nc1nc(C)cc(C)n1)=C\c1ccc(C(C)C)cc1	73	10	3.2	-1	-2	1	80	4	-6	-46
C[C@@H](C(=O)Nc1ccc2ccccc2c1)[C@@H]1C[C@@]1(C)[C@@H](NC(=O)c1cnccn1)c1ccccc1	65	3	-1.3	nt	-13	12	66	24	8	-26
O=C1c2ccccc2CCC12N=NCC2c1ccc(Br)cc1 (stereo not given)	92	-18	-0.8	1	15	6	96	15	-5	-26
Clc1cccc(OCCN2CCNCC2)c1	80	1	-2.2	3	nt	3	74	6	-1	-4
Cc1cc(C)n(CC(O)COCc2ccco2)n1 (stereo not given)	87	2	-0.2	1	-12	1	97	8	3	10
CCCCCOC(=O)NCC(O)c1ccccc1 (stereo not given)	96	-3	0.7	0	nt	2	98	17	-7	-15
CCOC(=O)c1ccc(NC2c3ccccc3C(=O)N2c2ccccn2)cc1 (stereo not given)	93	-6	0.2	0	nt	5	97	6	-2	-73
COc1ccc(C(C)=O)cc1COC(=O)c1ccc(OCc2c(C)noc2C)cc1	92	1	-0.5	0	-29	8	91	18	-1	-1
O=C(CNC1CCCCCC1)c1cccs1	92	-7	-0.5	-8	nt	1	90	12	0	4
COc1ccc(C2(CNC(=O)c3ccc(OC)c([N+](=O)[O-])c3)CCCCC2)cc1OC	73	3	-2.3	-5	nt	4	69	17	1	-28
CCCCn1c(SCC(=O)Nc2cc(C)on2)nc2ccccc2c1=O	107	3	-1.1	0	24	2	104	17	-8	-27
CC(C)NC(=O)CN1CCN(c2ncccn2)CC1	99	-19	-0.5	nt	-3	2	92	19	-3	-17
Cc1ccn2c(C(=O)N/N=C/c3ccc(CNC(=O)C(=O)Nc4ccc(C)c(C)c4)o3)c(C)nc2c1	60	-3	-0.1	-7	nt	1	68	1	-3	-4
O=C(O)c1[nH]c2ccccc2c1CC(=O)N1CCOCC1	102	18	-1.5	0	nt	2	103	18	-1	-74
COCCCNCCCCOc1ccc(C)cc1[N+](=O)[O-]	85	5	-3.0	nt	-34	2	88	6	-1	-15
COc1cc(CC(=O)OCC(=O)Nc2ccc3c(c2)OCCO3)cc(OC)c1OC	81	6	-0.4	-3	nt	-1	97	12	2	-1
Cc1cc(Cl)c(S(=O)(=O)N2CCN(c3ccc(F)cc3)CC2)cc1OCC(=O)NC1CCCCC1	9	12	-0.6	1	-12	2	12	9	-5	-63
C=CCn1c(-c2ccc(OC)c(OC)c2)cs/c1=N\c1ccccn1	77	2	-2.0	nt	-15	2	75	11	-11	-40
COc1ccc(NC(=O)COC(=O)/C=C/c2ccccc2[N+](=O)[O-])cc1	98	9	-1.7	-9	nt	8	99	5	9	-25
COc1ccc(N2C(=O)CC(NC34CC5CC(CC(C5)C3)C4)C2=O)c(OC)c1 (stereo not given)	105	-12	-0.6	2	-2	1	103	6	-4	-10
N#Cc1ccccc1OCC(=O)Nc1c(C(=O)C2CC2)oc2ccccc12	68	4	-4.3	nt	nt	3	77	4	-10	-21
OCCOCCn1c(-c2ccccc2)nc(=S)c2c1CCCC2	99	nt	-1.0	0	nt	nt	102	24	-9	0
Cc1cc(/C=N/n2cnnc2)c(C)n1-c1cccc(Cl)c1	78	0	-3.2	-2	-26	3	79	29	-17	9
CC1(C)CC(=O)CC(=NCC(=O)O)C1	105	-5	-3.7	2	9	1	99	6	0	-22
Cc1cc(C(=O)N2CCCc3ccccc32)no1	109	4	1.2	-1	-6	2	103	3	-6	-15
O=C(NCc1cc(C(F)(F)F)cc(C(F)(F)F)c1)C12CN(Cc3ccccc3)CC1C(c1cccc([N+](=O)[O-])c1)=NO2 (stereo not given)	97	-12	-1.5	1	nt	0	84	14	-17	-30
O=S(=O)(NCCCc1ccccc1)c1cccc2nsnc12	98	-2	-0.9	0	-9	1	96	14	9	-31
